BoNT A protease – BoNT A light chain protease inhibition. multiplex microsphere protease substrate cleavage, flow cytometry. 360,000 tested, 0.17% active. inhibition, % at 10 µM. AID 588499; also: plate controls were buffer without enzyme for full effect and enzyme alone for no effect
DUSP3 inh – inhibitors of human VHR1 phosphatase (DUSP3). P51452. inhibition, % at 13.3 µM. recombinant VHR phosphatase, pNPP absorbance. 290,000 tested, 0.52% active; in the data active = inhibition above about 50%; also: some compounds called inactive have numbers as strong as hits
PfHsp40 yeast – rescue of PfHsp40-mediated yeast toxicity | S. cerevisiae expressing PfHsp40, growth rescue, ATP luminescence | growth rescue, % at 12.5 µM | 340,000 tested, 0.68% active | AID 504582; in the data active = growth rescue above about 28%, passing the limit was not always enough; inconclusive = no clear call, values can overlap the other calls;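 also: yeast W303a lacking pdr1 and pdr3 grown in galactose medium; growth measured after three days at 30 °C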
BH1578 lux ind – induces V. cholerae light production without autoinducers. 350,000 tested, 0.16% active. AID 588436. V. cholerae BH1578 lux reporter, luminescence, 6 h. activation, % at 18.7 µM; in the data active = activation mostly above about 9.7%, no sharp cut-off; inconclusive = no clear call, values can overlap the other calls; inactive = mostly below about 3.7%; also: not every result past the cut was called active; inactives centre near 0; reference of the scale not given here
Anthrax LF inh2 – blocks Bacillus anthracis lethal factor protease. P15917. multiplex microsphere protease cleavage assay, LF. inhibition, % at 10 µM. 360,000 tested, 0.12% active; also: plate controls were buffer without enzyme for full effect and enzyme alone for no effect
PriA SSB inh – K. pneumoniae PriA-SSBct interaction inhibition; AlphaScreen SSBct-PriA binding, biotinylated peptide; inhibition, % at 33 µM; 430,000 tested, 0.6% active; in the data active = inhibition mostly above about 37%, no sharp cut-off; inactive = mostly below about 20%;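 also: plate controls were negative control peptide for no effect and reference peptide for full effect; strong numbers were not always called active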
Yp Topo-I inh – inhibitors of Yersinia pestis topoisomerase I. Y. pestis Topo-I cleavage product accumulation, plate reader. activity, % at 10 µM. 360,000 tested, 0.064% active. AID 504884; in the data active = activity above about 50%, passing the limit was not always enough; inconclusive = no clear call, values can overlap the other calls; also: inactives centre near 2
CCHF vOTU inh – blocks the CCHF virus ovarian tumor domain protease; CCHFV vOTU protease, Pep-AMC fluorescence; inhibition, % at 11.5 µM; 370,000 tested, 0.55% active; AID 651958; in the data active = inhibition above about 30%; also: 0% = vehicle wells with enzyme and 100% = no enzyme wells
3CLpro inhibitor – SARS-CoV 3CLpro protease inhibition; recombinant SARS-CoV 3CLpro, quenched FRET peptide cleavage; 290,000 tested, 0.14% active; inhibition, % at 6 µM; in the data active = inhibition above about 12%
TcdB inh – blocks C. difficile toxin B glycohydrolase activity | AID 652162 | inhibition, % at 9.99 µM | 350,000 tested, 0.24% active | TcdB glycohydrolase enzymatic assay, plate reader; in the data active = inhibition above about 10%
Target sequence (P18177 whole entry, looked up): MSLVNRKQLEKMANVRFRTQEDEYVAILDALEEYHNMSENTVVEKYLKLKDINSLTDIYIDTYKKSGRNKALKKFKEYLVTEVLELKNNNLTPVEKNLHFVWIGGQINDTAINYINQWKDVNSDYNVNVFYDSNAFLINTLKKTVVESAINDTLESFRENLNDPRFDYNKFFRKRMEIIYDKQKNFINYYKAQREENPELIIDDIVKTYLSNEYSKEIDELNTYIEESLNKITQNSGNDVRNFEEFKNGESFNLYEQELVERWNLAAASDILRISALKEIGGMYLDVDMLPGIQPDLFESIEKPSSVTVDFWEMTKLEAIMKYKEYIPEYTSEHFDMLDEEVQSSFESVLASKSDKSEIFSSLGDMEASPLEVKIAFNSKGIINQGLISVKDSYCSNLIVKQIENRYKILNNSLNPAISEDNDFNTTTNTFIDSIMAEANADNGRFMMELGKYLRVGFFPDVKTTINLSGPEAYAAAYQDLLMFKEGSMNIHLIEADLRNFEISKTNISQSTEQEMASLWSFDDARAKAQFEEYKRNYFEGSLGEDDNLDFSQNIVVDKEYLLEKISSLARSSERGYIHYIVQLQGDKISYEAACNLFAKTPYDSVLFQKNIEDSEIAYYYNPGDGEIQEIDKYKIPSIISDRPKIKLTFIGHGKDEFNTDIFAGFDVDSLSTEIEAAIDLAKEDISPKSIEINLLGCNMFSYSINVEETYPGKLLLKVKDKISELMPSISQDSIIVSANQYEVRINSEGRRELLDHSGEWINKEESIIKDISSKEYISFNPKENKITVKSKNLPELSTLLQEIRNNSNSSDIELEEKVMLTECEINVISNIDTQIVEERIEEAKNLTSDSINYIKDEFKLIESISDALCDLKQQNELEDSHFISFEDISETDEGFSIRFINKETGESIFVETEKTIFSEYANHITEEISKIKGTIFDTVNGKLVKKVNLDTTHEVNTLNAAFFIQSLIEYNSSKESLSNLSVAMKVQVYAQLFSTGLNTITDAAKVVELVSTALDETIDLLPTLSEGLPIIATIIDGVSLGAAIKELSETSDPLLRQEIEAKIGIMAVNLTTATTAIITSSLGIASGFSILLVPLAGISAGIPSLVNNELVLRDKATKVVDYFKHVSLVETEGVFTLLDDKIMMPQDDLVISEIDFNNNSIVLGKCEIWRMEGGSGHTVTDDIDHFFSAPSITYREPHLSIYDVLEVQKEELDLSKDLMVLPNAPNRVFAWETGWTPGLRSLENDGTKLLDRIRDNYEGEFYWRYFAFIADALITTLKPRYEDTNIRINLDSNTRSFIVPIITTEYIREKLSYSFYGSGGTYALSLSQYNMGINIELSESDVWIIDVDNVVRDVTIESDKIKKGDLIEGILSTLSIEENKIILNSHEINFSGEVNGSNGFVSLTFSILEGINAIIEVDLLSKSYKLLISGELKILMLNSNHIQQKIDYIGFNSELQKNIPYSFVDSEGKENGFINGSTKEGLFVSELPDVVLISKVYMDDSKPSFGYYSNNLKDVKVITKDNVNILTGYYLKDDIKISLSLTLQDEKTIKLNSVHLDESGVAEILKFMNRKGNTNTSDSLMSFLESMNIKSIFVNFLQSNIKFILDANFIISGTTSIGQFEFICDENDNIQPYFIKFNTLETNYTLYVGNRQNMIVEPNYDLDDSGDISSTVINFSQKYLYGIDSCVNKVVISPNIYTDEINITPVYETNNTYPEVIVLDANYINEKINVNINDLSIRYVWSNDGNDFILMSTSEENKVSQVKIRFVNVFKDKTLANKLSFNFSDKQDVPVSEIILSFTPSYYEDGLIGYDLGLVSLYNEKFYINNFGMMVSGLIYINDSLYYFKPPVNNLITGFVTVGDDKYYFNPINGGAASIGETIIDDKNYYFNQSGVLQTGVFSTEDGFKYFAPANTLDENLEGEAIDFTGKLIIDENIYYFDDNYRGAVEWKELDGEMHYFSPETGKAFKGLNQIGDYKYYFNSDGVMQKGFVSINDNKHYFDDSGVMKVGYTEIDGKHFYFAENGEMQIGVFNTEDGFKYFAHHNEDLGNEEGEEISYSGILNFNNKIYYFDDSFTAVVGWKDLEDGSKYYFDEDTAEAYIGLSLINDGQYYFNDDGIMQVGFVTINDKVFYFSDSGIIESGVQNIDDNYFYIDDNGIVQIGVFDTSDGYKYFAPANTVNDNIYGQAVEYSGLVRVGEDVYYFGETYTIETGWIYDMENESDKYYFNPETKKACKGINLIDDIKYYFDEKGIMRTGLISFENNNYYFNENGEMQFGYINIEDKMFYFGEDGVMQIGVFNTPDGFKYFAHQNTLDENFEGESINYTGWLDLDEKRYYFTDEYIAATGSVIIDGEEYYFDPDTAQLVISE
Numbers without * were called inactive; i = inactive; ? = inconclusive; · = not tested or not shown; & = joins results of further samples. Rule as the data show it, unless noted: active = inhibition above about 30%; inconclusive = no clear call, values can overlap the other calls; inactive = below that. A portion of the library; count on the stated rates, not on these rows.

Molecule	TcdB inh	Anthrax LF inh2	Yp Topo-I inh	DUSP3 inh	BH1578 lux ind	BoNT A protease	CCHF vOTU inh	3CLpro inhibitor	PfHsp40 yeast	PriA SSB inh
CCOC(=O)C1(CCOc2ccccc2)CCN(Cc2ccc(OCCO)cc2)CC1	-8.9	2	24	9	-0.1	5.3	15	5	-1.4	-16
O=S(=O)(c1ccc(Br)cc1Cl)N1CCN(CCO)CC1	-0.3	2	-6	17	-0.4	0.0	1	2	0.7	-3
O=C(NC1CCCC1)c1ccc(CNc2c(N3CCOCC3)c(=O)c2=O)cc1	-0.4	-5	3	38	0.3	-1.0	-3	1	0.1	-6
Cc1cc(C)n(CC(=O)N/N=C/c2cccs2)n1	·	0	2	2	i	0.4	-10	1	1.5	·
COCCOC(=O)N1CCCCC1c1cc(C(=O)Nc2cccc3c2CCCC3)no1 (stereo not given)	0.9	-4	38	·	i	0.1	17	·	·	·
O=C(COC(=O)CSc1ccc([N+](=O)[O-])cc1)NCc1ccco1	-0.2	·	8	·	-0.4	·	-4	·	0.0	-13
COc1ccc(C(=O)O)cc1S(=O)(=O)Nc1cccc(C(F)(F)F)c1	·	0	2	25	17*	-0.3	1	-6	-0.2	2
O=c1c2ccsc2ncn1Cc1cccc(C(F)(F)F)c1	·	3	6	24	-1.0	-0.3	7	-4	1.2	-23
COc1ccc(-c2csc(/C(C#N)=C/Nc3cc4oc5ccccc5c4cc3OC)n2)cc1	3.3	10	4	4	i	2.4	-2	-1	0.5	-8
O=C(NC1CC1)c1cccc(NC(=O)C2CCN(S(=O)(=O)c3cccc(C(F)(F)F)c3)CC2)c1	1.7	-2	3	·	-1.8	-1.1	16	·	0.8	-2
COC(=O)CCn1nc(-c2ccc(C)cc2)c2ccccc2c1=O	0.4	-2	20	30	0.1	-0.3	13	-2	-0.5	-12
COC(=O)c1sc2nc3c(c(-c4cccs4)c2c1N)CCCC3	·	-3	-8	-11	-2.7	2.5	4	-1	-1.4	-10
Nc1ccn([C@H]2CC[C@@H](CO)O2)c(=O)n1	1.1	-1	-4	21&18	0.4	-0.2	-2	3&1	-1.5	-11
Cc1ccc(-c2nc3ncccc3o2)cc1NC(=O)c1ccc([N+](=O)[O-])o1	·	-4	5	12	-0.3	0.8	·	-1	1.1	3
CCS(=O)(=O)NC(C)C(c1cccs1)N1CCN(c2ccc(F)cc2)CC1 (stereo not given)	4.9	-5	8	36	-1.5	-0.1	-3	0	1.8	7
C/C(=C1\SC(N2CCOCC2)=NC1=O)c1ccc(C)cc1	·	0	4	3	-0.3	0.1	4	-5	0.2	-17
C/C(=C\c1ccccc1)C(=O)Nc1ccc(S(=O)(=O)Nc2ncccn2)cc1	1.1	-1	-13	15	i	0.1	8	-1	-1.2	-6
CC(C)OC(=O)c1cc(-c2ccc(C=O)o2)ccc1Cl	1.4	0	8	10	0.0	1.1	-3	2	0.4	-8
O=C(CN1C(=O)NC2(CCc3ccccc32)C1=O)NCc1ccc(Cl)cc1 (stereo not given)	-0.1	-3	9	·	-0.7	-0.1	0	·	0.1	-10
COc1ccccc1CNC(=O)COC(=O)Cc1ccc(Br)cc1	0.0	-8	21	·	i	-0.6	4	·	1.4	-2
c1ccc2c(c1)CCN(c1nc(CN3CCOCC3)nc3sc4c(c13)CCCC4)C2	-0.4	1	45	2	i	2.3	-5	11	-1.2	15
CC1(c2nnnn2Cc2ccccc2)CCC(=O)N1CCCN1CCOCC1 (stereo not given)	1.4	3	·	·	·	-0.7	1	·	·	·
O=C(/C=C/c1cccc([N+](=O)[O-])c1)NCCN1C(=O)S/C(=C\c2cccnc2)C1=O	1.0	-5	-9	13	-0.9	0.4	-3	4	0.2	-2
O=C(CCN1CCc2ccccc2C(c2ccccc2)C1)c1ccc2c(c1)OCCO2 (stereo not given)	·	2	28	6	-0.9	0.4	4	5	-1.4	6
CC(C)CCN1C(=O)CC(NNC(=O)c2ccc(S(=O)(=O)N3CCCC3)cc2)C1=O (stereo not given)	0.1	6	4	3	i	0.1	0	-2	1.8	-11
CN(Cc1ccccc1)C(=O)c1ccc(NC(=O)Cc2ccc(NC(=O)C3CCCN(C(=O)CCc4ccccc4)C3)cc2)cc1 (stereo not given)	1.4	-1	30	·	-1.8	-0.3	2	·	0.2	-12
Cc1ccc(C(=O)C(OC(=O)c2c(C)cc(=O)oc2C)c2ccccc2)cc1 (stereo not given)	1.8	-2	32	19	-0.3	-0.2	8	0	?	-9
CCc1[nH]nc2c1C1(CCOC1C)C(C#N)=C(N)O2 (stereo not given)	·	1	7	30	5.0	-0.2	-17	1	-0.8	-10
CCOc1ccc(OCC)c(NC(=O)C2CCCN(C(=O)c3ccc(Cl)cc3)C2)c1 (stereo not given)	-0.8	-2	33	·	-1.8	-0.5	-3	·	2.8	-5
Cc1ccc(NC(=O)CCc2nnc3ccc(N4CCOCC4)nn23)cc1C	0.1	-8	2	29	-0.2	-0.3	25	4	-1.2	-5
CCc1c(C)nc(SCC(=O)N2CCCCC2CC)[nH]c1=O (stereo not given)	2.9	-6	6	32	i	-0.2	4	4	1.1	-10
COc1ccc(CNC(=O)c2ccc(CS(=O)(=O)c3ccc(Br)cc3)o2)cc1	-0.8	-4	24	33	i	-0.9	-10	-3	-0.7	-4
COC(=O)c1ccccc1NC(=O)N1C[C@@H]2C[C@@H](C1)c1cccc(=O)n1C2	-0.2	-2	3	13	-0.8	-0.3	-4	5	-1.2	-6
Cc1cc(N2CCCC2)ccc1/C=N/n1cnnc1	·	-4	-2	44	3.9	2.6	1	-13	-1.2	·
CC(C)n1c(Sc2nccn2C)nc2c1c(=O)n(C)c(=O)n2C	0.9	0	-6	-4	i	0.7	26	0	-1.2	-18
Cc1cccc(N(C)c2ncnc3onc(-c4ccc(F)cc4)c23)c1C	0.1	-4	17	9	0.3	-0.3	9	-6	0.3	-16
CCN(C(=O)CCS(=O)(=O)c1cccc2nonc12)c1ccc(F)cc1	-0.1	0	1	22	-0.4	0.5	0	-2	-0.8	3
CCCc1nc(SCc2ccc(Cl)cc2Cl)n[nH]1	·	-3	0	24	-0.8	0.4	-1	6	0.0	-6
COc1ccc(C)cc1NC(=O)CC(O)(C(F)(F)F)C(F)(F)F	·	0	8	16	·	1.3	4	5	-1.0	-23
CC1CCN(CC(=O)N2CC(=O)Nc3ccccc32)CC1	·	1	-3	18	i	?	1	-1	0.5	-16
CC(C(N)=O)N1C(=O)NC2(CCCc3ccccc32)C1=O (stereo not given)	0.4	7	8	2	-0.3	-1.6	9	-8	-0.3	6
COc1ccc([N+](=O)[O-])cc1NC(=O)COC(=O)c1ccccc1O	0.9	-1	5	13	-0.4	-0.6	2	5	-1.4	5
CCC(Sc1nc2sc(C(=O)OC)c(C)c2c(=O)n1N)C(=O)N(CC)CC (stereo not given)	·	-6	-4	21	i	2.0	-6	-2	-0.1	-4
COc1ccc(CCNc2nc(=O)[nH]nc2C)cc1OC	·	-6	-1	21	-0.3	-0.7	11	1	-1.6	-19
O=c1oc(Nc2ccccc2F)nc2ccccc12	·	0	-8	5	-0.2	0.2	-8	0	1.4	-3
NC(=O)c1ncn([C@@H]2O[C@H](CNCc3cccc(OC4CCCC4)c3)[C@@H](O)[C@H]2O)n1	-0.2	-10	1	·	0.6	-0.4	9	·	-1.3	-15
O=C(Nc1ccc(F)cc1)c1nc[nH]c1C(=O)Nc1ccccc1[N+](=O)[O-]	·	5	3	-6	i	0.9	8	4	-0.6	1
CCOC(=O)c1c(NC(=O)Cc2cccs2)sc(C(=O)N2CCCCC2)c1C	·	-8	27	-4	-0.4	1.0	7	1	0.4	-14
COc1cc(C=NNC(=O)c2ccccc2NS(=O)(=O)c2cccs2)cc(OC)c1O	-8.1	-3	-5	·	i	1.2	10	·	-0.8	4
Cc1ccnc(NS(=O)(=O)c2ccc(NC(=O)CCOc3ccccc3)cc2)n1	-1.5	0	-3	18	-0.2	0.8	-9	4	0.8	-8

A different layout for 4 compounds above.
CC(C)CCN1C(=O)CC(NNC(=O)c2ccc(S(=O)(=O)N3CCCC3)cc2)C1=O (stereo not given)
- TcdB inh: 0.1
- Anthrax LF inh2: 6
- Yp Topo-I inh: 4
- DUSP3 inh: 3
- BH1578 lux ind: i
- BoNT A protease: 0.1
- CCHF vOTU inh: 0
- 3CLpro inhibitor: -2
- PfHsp40 yeast: 1.8
- PriA SSB inh: -11

O=c1oc(Nc2ccccc2F)nc2ccccc12
- TcdB inh: ·
- Anthrax LF inh2: 0
- Yp Topo-I inh: -8
- DUSP3 inh: 5
- BH1578 lux ind: -0.2
- BoNT A protease: 0.2
- CCHF vOTU inh: -8
- 3CLpro inhibitor: 0
- PfHsp40 yeast: 1.4
- PriA SSB inh: -3

c1ccc2c(c1)CCN(c1nc(CN3CCOCC3)nc3sc4c(c13)CCCC4)C2
- TcdB inh: -0.4
- Anthrax LF inh2: 1
- Yp Topo-I inh: 45
- DUSP3 inh: 2
- BH1578 lux ind: i
- BoNT A protease: 2.3
- CCHF vOTU inh: -5
- 3CLpro inhibitor: 11
- PfHsp40 yeast: -1.2
- PriA SSB inh: 15

CC1CCN(CC(=O)N2CC(=O)Nc3ccccc32)CC1
- TcdB inh: ·
- Anthrax LF inh2: 1
- Yp Topo-I inh: -3
- DUSP3 inh: 18
- BH1578 lux ind: i
- BoNT A protease: ?
- CCHF vOTU inh: 1
- 3CLpro inhibitor: -1
- PfHsp40 yeast: 0.5
- PriA SSB inh: -16

(further entries)
Molecule	TcdB inh	Anthrax LF inh2	Yp Topo-I inh	DUSP3 inh	BH1578 lux ind	BoNT A protease	CCHF vOTU inh	3CLpro inhibitor	PfHsp40 yeast	PriA SSB inh
COc1ccc(-c2cc(C(=O)N3CCOCC3)no2)cc1	-2.0	-2	8	26	-0.3	-3.4	11	-10	-1.1	-2
CC1(C)C(C#N)=C(N)OC2=C1C(=O)CCC2	1.3	-6	-6	15	i	0.9	8	3	-1.4	-11
Cc1nnc2ccc(-c3cccc(NC(=O)c4ccc(Cl)nc4)c3)nn12	0.6	7	4	14	i	0.0	3	0	-0.2	-2
COc1cccc(-c2cc(NC=O)c3ncc(-c4cccc(C(=O)N(C)C)c4)n3c2)c1	-0.9	-9	19	·	i	0.6	31*	·	·	·
Cc1cc(=O)n2[nH]c(-c3ccc(F)cc3)cc2n1	·	3	-8	19	1.4	-0.5	-5	1	-0.3	-5
O=C(OCc1cc(Cl)ccc1OC(F)F)c1cncc(Br)c1	1.8	5	15	9	-1.4	3.4	0	1	1.7	-29
COCCCn1c(C)nnc1SCC(=O)NNC(=O)COc1ccc(Cl)cc1	0.8	12	0	20	i	0.8	-13	-8	-0.5	2
CC(=O)c1ccc(S(=O)(=O)NCCC(=O)NC2CCN(Cc3ccccc3)CC2)cc1	-1.1	-3	-1	·	i	0.8	9	·	3.2	-7
N#Cc1cccc(NC(=O)Cn2cnc(S(=O)(=O)N3CCCCC3)c2)c1	3.1	1	8	23	-0.5	-2.7	1	0	1.3	-6

Screening results from PubChem.
